# EBV LMP1 NFkB: Epstein-Barr LMP1 NF-kappaB reporter inhibition; LMP1-induced NF-kappaB luciferase reporter cells, luminescence; inhibition, % at 12.5 µM; 350,000 tested, 0.69% active; AID 504558; in the data active = inhibition above about 41%;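 note: 0% = neutral control wells and 100% = reference inhibitor control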
# TRAIL sens C8: sensitizes caspase-8 expressing cells to TRAIL; NB7+C8 cells + TRAIL, ATPlite viability luminescence; inhibition (viability loss, TRAIL sensitization), % at 10 µM; 360,000 tested, 1% active; AID 624354;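 active = compounds causing at least 50% loss of cell viability in the single-dose screen, relative to plate controls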
# KKLEB tox: counter-screen for CF NF-kB inhibitors: cytotoxicity | KKLEB CF airway cells viability, ATPlite luminescence, overnight; hits give low values; cells stimulated with P. aeruginosa culture filtrate | activity change (cytotoxicity), % at 5 µM | 360,000 tested, 0.36% active | AID 602141;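 active = corrected activity change at or below -50% at 5 µM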
# TROY NFkB inh: TROY signaling inhibition. Q293 LMP1-TROYcd NF-kB luciferase reporter, 4 h. inhibition, % at 10 µM. 360,000 tested, 0.98% active. AID 1347056;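 active = compounds whose plate-normalised and pattern-corrected inhibition of the luciferase reporter signal at the single screening dose is 50% or more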
# NR5A2 inv ag: inverse agonists of human LRH-1 (NR5A2); O00482; inhibition, % at 3.6 µM; 360,000 tested, 0.13% active; AID 602396; HEK293T StAR-luciferase reporter, LRH-1 transfected, 24 h;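 active = inhibition above the mean inhibition of all tested compounds plus 3 SD, cut at about 73% in these data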;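 note: 0% = DMSO wells and 100% = reporter-only cells lacking LRH-1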
# SRC2 inh: human SRC2 (NCOA2) inhibition; Q15596; HEK293 GAL4-SRC2 luciferase reporter, luminescence; inhibition, % at 9 µM; 370,000 tested, 0.17% active; AID 651957;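 active = inhibition above the mean inhibition of all tested compounds plus 3 SD, set per campaign, cut at about 52% in these data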;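 note: 0% = DMSO treated cells and 100% = cells given Gossypol at 36 µM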
# SRC1 inh: human NCOA1 inhibition; 360,000 tested, 0.12% active; AID 588354; HEK293 GAL4-SRC1 luciferase reporter, luminescence; inhibition, % at 3.6 µM; Q15788;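 active = inhibition above the campaign mean plus 3 SD, with each screening campaign given its own cutoff, cut at about 60% in these data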;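 note: 0% = DMSO treated cells and 100% = gossypol at 36 µM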
# SRC3 inh: inhibits human SRC3 coactivator. 360,000 tested, 0.17% active. HEK293 GAL4-SRC3 luciferase reporter, luminescence. inhibition, % at 3.6 µM. Q9Y6Q9;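 active = inhibition above a per-campaign cutoff, the mean of all compounds plus 3 SD, cut at about 60% in these data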;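 note: 0% = DMSO-treated cells and 100% = gossypol-treated cells at 36 µM; higher means less SRC3-driven luciferase light from the GAL4 reporter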
# Target sequence (Q9Y6Q9 whole entry, looked up, the tested form may be a part): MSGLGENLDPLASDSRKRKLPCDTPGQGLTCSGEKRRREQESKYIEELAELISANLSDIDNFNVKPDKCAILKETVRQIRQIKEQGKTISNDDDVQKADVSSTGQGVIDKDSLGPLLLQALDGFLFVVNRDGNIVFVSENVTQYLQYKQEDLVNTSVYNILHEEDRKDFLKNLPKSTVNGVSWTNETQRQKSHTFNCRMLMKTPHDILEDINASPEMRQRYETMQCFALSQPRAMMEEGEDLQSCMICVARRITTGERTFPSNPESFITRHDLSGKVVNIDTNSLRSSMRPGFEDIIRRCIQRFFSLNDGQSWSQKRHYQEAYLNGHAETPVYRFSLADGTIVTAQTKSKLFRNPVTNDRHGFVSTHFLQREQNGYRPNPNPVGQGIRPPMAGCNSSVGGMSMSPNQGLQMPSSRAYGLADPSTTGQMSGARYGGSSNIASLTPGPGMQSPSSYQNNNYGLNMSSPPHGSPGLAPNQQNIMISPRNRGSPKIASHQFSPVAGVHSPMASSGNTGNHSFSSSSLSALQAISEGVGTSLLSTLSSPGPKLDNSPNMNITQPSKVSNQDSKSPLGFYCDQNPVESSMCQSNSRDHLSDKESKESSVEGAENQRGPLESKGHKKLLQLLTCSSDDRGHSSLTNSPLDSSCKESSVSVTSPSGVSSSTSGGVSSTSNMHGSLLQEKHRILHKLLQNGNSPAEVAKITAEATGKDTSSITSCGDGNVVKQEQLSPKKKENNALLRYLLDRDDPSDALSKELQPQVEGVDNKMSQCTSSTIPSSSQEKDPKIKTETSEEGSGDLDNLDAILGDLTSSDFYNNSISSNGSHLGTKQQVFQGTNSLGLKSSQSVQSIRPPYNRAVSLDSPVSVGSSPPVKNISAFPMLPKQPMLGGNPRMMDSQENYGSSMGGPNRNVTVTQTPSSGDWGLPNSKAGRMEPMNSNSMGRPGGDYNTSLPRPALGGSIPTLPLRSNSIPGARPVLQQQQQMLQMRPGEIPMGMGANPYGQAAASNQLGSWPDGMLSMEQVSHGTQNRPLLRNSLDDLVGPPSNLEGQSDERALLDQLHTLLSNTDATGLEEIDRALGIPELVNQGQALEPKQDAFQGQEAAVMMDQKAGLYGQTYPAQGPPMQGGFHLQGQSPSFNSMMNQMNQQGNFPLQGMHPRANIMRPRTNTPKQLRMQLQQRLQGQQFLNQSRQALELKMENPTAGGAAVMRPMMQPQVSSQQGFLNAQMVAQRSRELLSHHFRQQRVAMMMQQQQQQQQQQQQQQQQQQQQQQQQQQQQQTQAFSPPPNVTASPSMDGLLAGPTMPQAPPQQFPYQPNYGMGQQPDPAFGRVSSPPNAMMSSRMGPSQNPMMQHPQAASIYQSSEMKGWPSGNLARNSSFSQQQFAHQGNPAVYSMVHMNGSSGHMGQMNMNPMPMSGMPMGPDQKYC
# TWEAK Fn14 block: blocks TWEAK-Fn14 interaction in a reporter cell assay; TWEAK-stimulated Fn14 reporter cells, luciferase luminescence, 8 h; inhibition, % at 10 µM; 360,000 tested, 2% active; in the data active = inhibition above about 50%
# CF NFkB block: blocks PAF-induced NF-kB reporter in cystic fibrosis cells; KKLEB NF-kB-GFP reporter, GFP fluorescence overnight; inhibition, % at 5 µM; 360,000 tested, 0.86% active;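 active = at least 50% inhibition at 5 µM, scaled per plate between neutral and stimulator controls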;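 note: PAF is a Pseudomonas aeruginosa culture filtrate used as stimulus; plate controls were PAF-stimulated DMSO wells for no effect and unstimulated DMSO wells for full effect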
# NR2F2 inh: blocks human COUP-TFII nuclear receptor; P24468; HEK293T NGFI-A luciferase reporter, luminescence; AID 686940; inhibition, % at 8.6 µM; 370,000 tested, 0.7% active;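 active = inhibition above a per-plate cutoff, mean inhibition of test wells between control levels plus 3 SD, cut at about 38% in these data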;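 note: cells cotransfected with COUP-TFII expression vector driving the NGFI-A reporter; 0% = median of COUP-TF2 test wells and 100% = reporter-only cells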
# The depositor's hits bear a star; · = not tested or not shown.
structure	CF NFkB block	EBV LMP1 NFkB	NR2F2 inh	NR5A2 inv ag	SRC1 inh	TRAIL sens C8	TWEAK Fn14 block	SRC2 inh	KKLEB tox	TROY NFkB inh	SRC3 inh
COc1ccc(CCNC(=O)CC(C)(C)CC2=NS(=O)(=O)c3ccccc3N2)cc1OC	-0.6	3.3	3.9	18.1	2.5	-8.5	12.2	-16.4	-5.3	5.9	-4.0
CCc1nc2ccccc2c(=O)n1NC(=O)c1c(O)c2ccccc2[nH]c1=O	-2.0	10.9	-1.3	12.6	3.8	24.3	7.3	17.8	10.2	-0.4	5.0
CC(=O)c1ccc(OCc2nnn(CC(=O)O)c2-c2ccccc2)cc1	-10.4	·	2.0	0.5	-20.1	7.3	-23.9	-45.9	5.8	-0.1	-9.7
CCC(C)NC(=O)C1CC(=O)N(CCc2ccc(F)cc2)C1 (stereo unspecified)	-15.6	-0.1	19.6	7.0	11.0	-18.9	-6.2	2.2	1.7	4.8	-7.2
COc1ccc([C@H]2C=C3CN(C(=O)OC(C)(C)C)S(=O)(=O)[C@H]3C[C@H]2OC(=O)c2ccc(C(F)(F)F)cc2)cc1	17.5	-10.1	-4.0	-11.6	-6.7	-4.3	-7.3	13.5	-30.2	-15.2	16.5
O=C1/C(=C\c2ccc(O)c(O)c2)SC(=S)N1Cc1ccccc1	-33.7	10.6	1.8	-31.1	-3.9	46.0	27.1	-35.1	-3.4	45.7	-15.5
Cc1cc(=O)oc2c(C)c(OCC(=O)Nc3cccnc3)ccc12	4.0	-9.0	-4.0	12.3	-21.8	3.9	-5.3	-29.4	-3.9	-15.4	-47.1
CCn1cc(/C=C/C(=O)c2ccc(O)cc2)c(C)n1	14.1	5.6	-40.6	-111.4	-61.2	63.7*	8.4	-47.9	-7.8	-46.1	-63.8
COc1ccc(-n2nc(C(=O)NCC(=O)N3CCN(c4cccc(Cl)c4)CC3)c3ccccc3c2=O)c(OC)c1	0.8	5.2	10.8	3.0	-4.0	10.7	-4.5	-5.4	0.3	-12.7	-8.9
Cc1cc(C)c(C#N)c(SCC(=O)Nc2ccccc2)n1	-18.4	-18.3	-31.0	-56.7	-25.1	3.9	-27.1	-21.1	11.3	-16.4	-52.8
COc1ccc(/C=C/C(=O)NC(=S)NN2CCCCC2c2cccnc2)cc1OC (stereo unspecified)	29.7	-3.9	3.4	-7.3	11.7	13.1	-31.0	-1.1	-4.0	13.1	-0.1
Cc1ccc(CNC(=O)c2cc3c(=O)n4ccccc4nc3n(Cc3ccco3)c2=N)cc1	-0.8	-2.9	-1.1	-1.2	-15.4	20.5	40.7	16.6	-8.1	29.9	-13.9
COc1ccccc1NC(=O)c1nn(-c2ccc(F)c(F)c2)ccc1=O	9.7	4.4	-20.8	-3.6	20.8	4.7	0.1	2.9	-5.1	3.9	21.5
CSc1ccccc1C(=O)NCCSc1ccccc1	-13.0	12.0	-18.4	-17.9	-25.7	-10.1	-25.5	-8.7	-10.2	-59.7	-11.5
CN(C)S(=O)(=O)c1cccc(NC(=O)COC(=O)c2ccc([N+](=O)[O-])o2)c1	3.1	-11.8	8.8	-1.1	-3.5	-10.2	-1.3	0.3	4.9	-7.4	12.1
CCC(C)(C)C1CCC(NC(=O)c2ccc(S(=O)(=O)N3CCOCC3)cc2)CC1 (stereo unspecified)	8.1	-3.1	3.4	8.5	-13.9	-8.7	0.9	-17.2	5.6	4.5	-1.3
COc1ccc2c(c1OC)C(=O)N1c3ccccc3C(=O)N(c3ccccc3F)C21 (stereo unspecified)	86.2*	6.8	6.6	41.7	21.6	8.9	48.7	30.8	-87.3*	5.7	42.0
CCOC(=O)c1sc(NC(=O)c2cc3c(s2)CCC(C)C3)nc1C (stereo unspecified)	3.3	-0.1	-13.2	-35.4	-46.4	-5.3	-22.6	-64.9	3.0	6.9	-19.9
COc1ccc(CC(=O)NNS(=O)(=O)c2ccc(F)cc2)cc1	0.4	-1.8	4.6	5.7	2.8	-6.5	3.0	-8.7	1.9	21.4	-11.4
Cc1nonc1-c1ccc2c(c1)OCO2	-3.1	5.3	-9.5	-3.6	8.8	-4.0	-5.6	-40.2	7.9	8.2	-6.5
O=C(CNC(=O)C1COc2ccccc2O1)N/N=C\c1cccc(O)c1 (stereo unspecified)	26.2	-6.2	-3.0	13.8	-7.3	0.7	4.1	4.0	-3.9	18.1	18.6
CCSc1nnc(NC(=O)C2CCN(S(=O)(=O)c3ccccc3C(F)(F)F)CC2)s1	-2.7	-1.9	5.4	-6.1	-5.0	-5.9	28.1	0.6	-0.5	23.3	12.7
COc1ccc(C(CC(=O)NCc2ccco2)c2ccc(F)cc2)cc1 (stereo unspecified)	10.8	-9.2	8.2	7.5	1.6	16.2	-8.6	15.9	4.8	5.0	8.5
O=C(NCCC1CCCCN1S(=O)(=O)c1cccs1)C(=O)Nc1ccccc1F (stereo unspecified)	-12.6	-6.8	10.9	-0.6	-0.9	7.4	11.3	-8.9	15.1	-16.6	-2.2
COc1ccc(C(=O)Nc2cccc(-c3ccc(N4CCOCC4)nn3)c2)cc1	34.4	-18.2	-11.8	-66.0	-76.6	19.2	-39.9	-45.9	-4.4	-52.7	-54.6
COc1ccc(CNC(=O)c2nccnc2CO)cc1	5.0	8.8	-12.8	15.8	-7.7	-11.2	-14.1	-14.5	6.8	-12.4	14.7
CCN(CCCNC(=O)C1CCN(S(=O)(=O)N2CCOCC2)CC1)c1cccc(C)c1	0.5	1.8	8.0	13.8	-0.4	-9.2	-10.8	12.0	9.5	17.9	25.2
O=C(COc1ncnc2c1cnn2-c1ccccc1)Nc1ccc(S(=O)(=O)N2CCCCC2)cc1	11.7	13.2	8.3	-7.0	4.6	-4.1	16.6	15.2	6.0	10.0	-17.4
O=C(O)C1CCCN1C(=O)c1cccs1 (stereo unspecified)	-4.3	-12.2	9.9	-4.4	8.3	-3.2	-6.8	-16.9	6.8	-1.8	1.3
CCCCC[C@@H]1CCCCC[C@@H](O)C[C@H](O)[C@H](O)/C=C/C(=O)O1	·	·	-15.7	7.0	·	6.4	-5.4	5.6	·	13.5	·
COc1ccc2c(c1)CCc1c(C(=O)NCCc3ccc(OC)c(OC)c3)noc1-2	25.9	3.0	17.8	-5.7	3.5	-22.3	-4.9	-16.5	-28.5	-4.0	7.2
O=C(COC(=O)c1ccc(Br)cc1)NCc1ccc(F)cc1	-2.6	-2.3	-7.0	4.2	3.4	-41.3	7.3	4.0	-4.3	10.6	7.9
Cc1nc(Cl)sc1C(=O)Nc1ccc(F)cc1	-14.1	5.0	-11.6	1.2	-9.8	11.9	1.7	7.3	4.7	8.9	-2.2
O=[N+]([O-])c1ccc(N2CCN(Cc3ccccc3)CC2)c2c1no[n+]2[O-]	42.3	-43.1	-9.6	46.7	-13.9	93.6*	39.1	44.5	-60.9*	-15.0	27.1
CCOCCCNC(=O)c1cn(CC)c2ccc(S(=O)(=O)N3CCCC3)cc2c1=O	-9.1	-0.5	10.5	-22.6	2.6	-9.3	-8.0	7.1	12.7	-3.0	2.3
CC(C)c1ccc(NC(=O)C2C3C=CC4(O3)C2C(=O)N(CCN2CCOCC2)C4C(=O)NC2CCCCC2)cc1 (stereo unspecified)	-3.4	-1.7	3.7	0.0	-13.4	8.5	34.9	-34.8	-4.7	-9.8	-1.3
CCC(C)n1c(SCC(=O)NCCc2ccc(S(N)(=O)=O)cc2)nc2ccsc2c1=O (stereo unspecified)	24.5	5.2	-5.8	45.2	-0.8	-8.7	-14.5	-9.9	0.0	9.1	13.6
COc1cccc(N2CC(C(=O)Nc3nnc(SCC(=O)NCC4CCCO4)s3)CC2=O)c1 (stereo unspecified)	-5.7	-4.2	15.6	-19.5	-46.0	-33.1	-4.3	-10.8	-3.7	27.4	10.3
CCNC(=O)NCCNC(=O)c1cc(OCC(F)(F)F)ccc1OCC(F)(F)F	7.9	-8.0	-8.0	2.5	-1.3	-0.3	-3.2	-40.6	6.6	-7.7	6.3
C#CCOCCOCCOCCNc1nc(N2CCOCC2)nc(N2CCN(C(=O)[C@H](CC(N)=O)n3cc(C(N)[C@@H](C)CC)nn3)CC2)n1 (stereo partly specified)	-9.1	1.8	0.6	1.0	-8.7	8.9	0.1	-4.2	-10.6	5.3	7.8

# Taken from above:
# In TRAIL sens C8, COc1ccc(C(=O)Nc2cccc(-c3ccc(N4CCOCC4)nn3)c2)cc1 is listed with 19.2
# In SRC2 inh, COc1ccc(CNC(=O)c2nccnc2CO)cc1 is listed with -14.5

# Carrying on.
structure	CF NFkB block	EBV LMP1 NFkB	NR2F2 inh	NR5A2 inv ag	SRC1 inh	TRAIL sens C8	TWEAK Fn14 block	SRC2 inh	KKLEB tox	TROY NFkB inh	SRC3 inh
COc1cc2[nH]c3c(c2cc1OC)CCN1CCCC[C@@H]31	34.9	0.1	-12.4	-5.6	-7.6	-14.2	1.2	9.1	-18.0	-4.2	1.4
CC1CC(C)CN(C(=O)CCn2c(=O)oc3ccccc32)C1 (stereo unspecified)	18.7	2.6	-3.1	11.4	7.3	8.9	2.9	16.3	-10.1	-18.3	-5.9
CC(NC(=O)CCC(=O)Nc1ccccc1O)c1ccccc1 (stereo unspecified)	-5.2	·	-4.3	0.4	-0.7	-27.0	-0.9	-12.5	3.1	-18.3	1.1
COc1ccc(S(=O)(=O)NCCC(=O)NC(C)c2ccccc2)cc1 (stereo unspecified)	15.6	3.5	18.7	-3.8	-23.9	6.8	6.1	11.4	4.5	2.0	10.3
O=C(CCCc1nc(-c2ccccc2)no1)Nc1cccnc1	-1.3	1.3	-5.6	-30.3	-1.0	-1.7	1.9	-6.2	-13.0	-11.3	-24.1
O=C(c1ccc([N+](=O)[O-])cc1)N1CCN(c2ncc(Br)cn2)CC1	11.7	7.2	-7.5	19.4	-5.3	-1.7	-0.8	13.0	8.5	6.1	-6.5
O=C(C1CCC1)N1CCc2cc(S(=O)(=O)NCc3cccnc3)ccc21	29.4	17.9	21.0	13.6	3.2	4.9	14.5	-2.1	-24.8	9.4	-2.2
COc1ccccc1NS(=O)(=O)c1ccc(C(=O)NCc2ccc(S(N)(=O)=O)cc2)cc1	-30.1	-3.3	0.5	1.0	15.1	-6.5	-7.4	1.2	6.3	-8.4	-0.1
COc1ccc(CCNC(=O)CN(c2ccc(OC)cc2)S(C)(=O)=O)cc1	1.6	-3.2	12.4	-5.6	-23.1	4.2	-11.3	10.2	-2.6	3.0	0.5
Cc1c(NC(=O)c2cc(-c3cccc(Cl)c3)on2)c(=O)n(-c2ccccc2)n1C	0.2	2.6	15.2	7.5	-2.7	12.8	20.0	7.9	-8.0	1.4	5.4
CCOc1ccc(CNCCc2ccc(S(N)(=O)=O)cc2)cc1	-13.7	-1.6	-9.9	11.0	-38.1	1.0	2.5	-2.1	16.4	-13.9	15.4

# Rows were taken by chance. Share with any hit: about 4.2%.
